USP1-UAF1 inh – USP1/UAF1 (human) deubiquitinase inhibition. O94782. recombinant USP1/UAF1, Ub-Rhodamine cleavage fluorescence. Potency, µM (doses to about 57.1 µM), inactives show top-dose activity change, negative = inhibition, most hits filed as inhibitors. 0.23% of 390,000 active. AID 743255; note: potency is the fitted concentration of half-maximal effect; % is set by controls: 0 for no effect and ±100 for the full control effect; nearly all actives have a fitted effect of over 60% in size; inactives centre near -12
Target sequence (O94782 whole entry, looked up): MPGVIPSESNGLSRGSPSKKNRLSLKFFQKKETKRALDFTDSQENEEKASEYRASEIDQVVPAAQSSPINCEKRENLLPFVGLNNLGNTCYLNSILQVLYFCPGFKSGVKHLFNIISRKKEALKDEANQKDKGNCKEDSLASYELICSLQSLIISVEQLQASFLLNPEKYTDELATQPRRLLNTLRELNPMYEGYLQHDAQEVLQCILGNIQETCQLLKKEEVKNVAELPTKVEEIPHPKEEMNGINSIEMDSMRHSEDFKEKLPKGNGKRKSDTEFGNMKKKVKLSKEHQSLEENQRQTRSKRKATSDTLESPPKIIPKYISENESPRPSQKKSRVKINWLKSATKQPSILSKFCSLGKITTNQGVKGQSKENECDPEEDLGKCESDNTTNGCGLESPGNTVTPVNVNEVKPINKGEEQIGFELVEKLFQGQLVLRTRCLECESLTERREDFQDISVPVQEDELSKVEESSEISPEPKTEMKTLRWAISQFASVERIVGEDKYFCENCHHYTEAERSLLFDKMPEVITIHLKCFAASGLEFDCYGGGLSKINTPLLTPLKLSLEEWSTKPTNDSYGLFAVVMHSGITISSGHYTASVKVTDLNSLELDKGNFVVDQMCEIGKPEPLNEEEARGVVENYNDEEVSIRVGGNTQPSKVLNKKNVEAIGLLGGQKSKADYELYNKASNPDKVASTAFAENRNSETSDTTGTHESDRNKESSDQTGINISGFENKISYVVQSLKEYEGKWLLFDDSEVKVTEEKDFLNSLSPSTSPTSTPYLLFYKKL
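USP1/UAF1 complex (1 nM) preincubated 15 min at room temperature with compound, then Ub-Rho substrate (150 nM final) added. Kinetic fluorescence at 480/540 nm over 6 reads at 60 s intervals; 50 mM HEPES pH 7.8, 0.5 mM EDTA, 0.1 mg/ml BSA, 1 mM TCEP, 0.01% Tween-20.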
TRHR agonist – activates the human TRH receptor; TRHR cells, calcium flux fluo-8, FDSS agonist mode; activation, % at 2 µM; P34981; 0.18% of 360,000 active; in the data active = activation above about 30%; note: 0% is about no effect
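Read-out: compound-evoked intracellular calcium rise in TRHR cells, fluo-8 dye, kinetic FDSS fluorescence at 1 s/cycle following a 10-cycle baseline. Cells cultured overnight before dye loading (30 min–1.5 h, RT).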
IDH1 R132H inh – blocks human mutant IDH1 R132H enzyme; AID 602179; Potency, µM (series often up to 76.6 µM), inactives show at the highest dose activity change, negative = inhibition, hits mostly inhibitors; 0.093% of 390,000 active; IDH1-R132H enzyme, NADPH consumption, diaphorase/resazurin fluorescence; note: potency is the fitted concentration of half-maximal effect; % is set by controls: 0 for no effect and ±100 for the full control effect; nearly all actives have a fitted effect of over 65% in size
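IDH1-R132H (0.5 ug/mL) preincubated 30 min with compound, then NADPH (0.016 mM) and alpha-KG (2 mM) added; 80 min at RT, pH 7.5. Remaining NADPH coupled via diaphorase/resazurin to fluorescence (540/590 nm); concentration-response curves normalized to no-enzyme control.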
D2 antagonist – D2 dopamine receptor (human) antagonism; P14416; HEK293 TREx D2 cells, calcium flux, dopamine EC80; inhibition, % at 10 µM; 2% of 340,000 active; in the data active = inhibition above about 30%; note: 0% is about no effect
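Cells plated overnight at 30 C with tetracycline; no-wash calcium dye, 30–90 min RT; 10 s baseline; compound pinned; 180 s read; EC80 dopamine added; another 180 s read.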
TrxR1 inh – blocks rat thioredoxin reductase 1; recombinant rTrxR1, NADPH fluorescence consumption, selenite substrate; 1% of 390,000 active; Potency, µM (top dose mostly 114 µM), for the others: at the top dose activity change, negative = inhibition, usual class: inhibitors; note: potency is the fitted concentration of half-maximal effect; % is set by controls: 0 for no effect and ±100 for the full control effect; nearly all actives have a fitted effect of over 65% in size
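Rat TrxR1 (90 nM in the dispensed reagent) was pre-reduced with 400 uM NADPH for 5 min at room temperature, then incubated with compound for 15 min. After 400 uM selenite was added, NADPH fluorescence (Ex 340/Em 450 nm) was followed for 8 min.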
Pin1 inhibitor – inhibitors of human Pin1; Q13526; Pin1 FP peptide displacement, HiFluor488, 10 min; Potency, µM (highest dose often 115 µM), for inactives: top-dose activity, negative = inhibition, hits mostly inhibitors; 0.009% of 390,000 active; AID 504891; active = well fitted inhibition curve with a large enough effect in the polarisation, with a control signal flat, not every such curve was filed as active; inconclusive = small, poorly fitted or top-dose-only effect, or effect the other way, or a change in a side signal; inactive = no such curve, though single readings can be large or run the other way; the % refers to the polarisation; note: potency is the fitted concentration of half-maximal effect; % is set by controls: 0 for no effect and ±100 for the full control effect
Target sequence (Q13526 whole entry, looked up): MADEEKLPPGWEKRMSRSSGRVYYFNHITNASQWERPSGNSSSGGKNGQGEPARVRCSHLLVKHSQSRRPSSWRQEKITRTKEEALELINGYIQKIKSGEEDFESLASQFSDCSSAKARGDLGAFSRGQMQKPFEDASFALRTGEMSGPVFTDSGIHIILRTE
D2 agonist – agonists of human D2 dopamine receptor; P14416; HEK293 T-REx D2 cells, calcium flux agonist mode; activation, % at 2 µM; 0.53% of 340,000 active; AID 485358;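 active = activation over 3 SD above normal in the single-dose calcium agonist read, cut at about 30% in these data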; note: 0% is about no effect
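Calcium-flux readout, 1 cycle/sec over 180 s following compound pin transfer, in inducible HEK293 Trex D2 cells (force-coupled); dopamine controls included. Positive calcium responses during this window marked compounds as potential agonists.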
TrxR1 substrate – substrates of rat thioredoxin reductase 1 | Potency, µM (doses to about 114 µM), for inactives: at the highest dose activity change, negative = substrate turnover | AID 588456 | O89049 | 0.01% of 390,000 active | purified TrxR1 substrate turnover, NADPH consumption readout; note: potency is the fitted concentration of half-maximal effect; % is set by controls: 0 for no effect and ±100 for the full control effect; nearly all actives have a fitted effect of over 50% in size
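Rat TrxR1, dispensed at 90 nM, was prereduced with 400 uM NADPH (final) for 5 min at ~22 deg C, then incubated with compound 15 min before 400 uM selenite. A first-read NADPH fluorescence drop versus no-compound background flagged substrates.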
TRHR enhancer – allosterically enhances the human TRH receptor | 0.66% of 360,000 active | enhancement, % at 2 µM | TRHR cells, fluo-8 calcium fluorescence, EC20 TRH enhancement | P34981; in the data active = enhancement above about 30%; note: 0% is about no effect
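TRHR-expressing cells loaded with fluo-8 calcium dye were read kinetically (ex 480/em 530) during compound addition, then stimulated with an EC20 of TRH (10 nM final). Enhancement of the Gq-mediated intracellular calcium response was scored.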
Starred values were filed as active, the others as inactive; ? = inconclusive; nt = not tested or not shown; & = joins results of further samples; [ ] = remark or other dose. Unless noted, calls come from the whole dose curve; as a rule, active = well fitted inhibition curve with a large enough effect; inconclusive = small, poorly fitted or top-dose-only effect; inactive = no such curve, though single readings can be large or run the other way.

Structure	TrxR1 inh	TRHR enhancer	TRHR agonist	TrxR1 substrate	Pin1 inhibitor	IDH1 R132H inh	USP1-UAF1 inh	D2 agonist	D2 antagonist
O=C(CN1CCOCC1)N1CCN(c2ccc3ccccc3n2)CC1	nt	-2.0	-0.3	nt	nt	nt	nt	0.7	-7.8
COc1ccc(OC)c(NC(=O)C2CC2c2ccccc2)c1 (stereo not given)	20.3%	6.5	-0.8	2.0%	-4.8%	-10.5%	-17.8%	0.6	5.6
COc1cccc(NC(=O)CN(C)C(=O)c2cc3c(s2)CCCC3)c1	-25.3%	4.0	-0.3	-14.3%	4.4%	0.0%	0.5%	1.1	-15.7
CC(C)COP(=O)(c1ccc(N(C)C)cc1)C(O)c1cccnc1 (stereo not given)	19.9%	1.3	-0.5	4.2%	-0.9%	0.2%	-12.4%	-0.2	-4.7
COc1ccc(CCNC2CC(=O)N(C)C2=O)cc1OC (stereo not given)	10.8%	-15.9	5.2	4.9%	-2.1%	0.7%	-14.8%	-0.2	-1.8
Cc1cc(C(=O)N2CCCC(C(=O)c3ccc(Cl)cc3C)C2)no1 (stereo not given)	-0.8%	14.9	-0.9	-4.0%	-2.7%	10.8%	-9.5%	0.0	-10.4
CN(C)c1c(N)[nH]c2c(c1=O)c(=O)n(C)c(=O)n2C	-2.4%	4.6	-0.2	-0.9%	-2.1%	2.9%	-15.4%	0.2	-9.8
Cc1cc(Cl)c2oc(C(=O)N(C)Cc3nccn3C)c(C)c2c1	17.5%	-17.5	3.3	4.5%	-4.6%	-3.6%	-27.1%	0.6	5.3
CCOC(=O)N1CCN(C(=O)CCc2ccccc2)CC1	14.9%[2.29 µM]	-3.9	1.2	-5.4%[2.29 µM]	-0.7%	5.5%	-1.4%	1.2	10.2
O=C(CSc1nnc(-c2cc3ccccc3cc2O)n1Cc1ccco1)N1CCc2ccccc2C1	?	-0.8	-0.3	6.6%[57.1 µM]	53.6%[activator]	2.8%	-18.4%	-0.1	9.8
COCCNC(=O)c1ccc2snnc2c1	-11.5%	-0.9	-0.3	-8.1%	0.2%	9.9%	-12.9%	-0.5	-8.2
O=C(CCC(=O)N(Cc1ccco1)C(C(=O)NC1CCCC1)c1ccncc1)Nc1cccnc1 (stereo not given)	-7.3%	-4.2	-0.2	2.0%	-10.7%	-1.7%	-11.1%	0.5	13.8
COc1ccc(C2C(C(C)=O)=C(O)C(=O)N2c2nc3ccccc3s2)cc1OC (stereo not given)	-0.4%	-10.1	-0.5	-14.2%	-2.4%	-5.3%	-16.2%	nt	nt
CC(=O)Nc1ccc(OC(=O)c2c(-c3ccccc3Cl)noc2C)cc1	-14.2%	2.6	-0.4	-12.0%	-1.3%	2.6%	-15.9%	-0.7	-5.6
OC(c1ccc2c(c1)OCO2)c1nccc2ccccc12 (stereo not given)	8.8%	14.0	-1.6	-4.6%	4.4%	0.6%	-8.5%	0.6	7.5
Cc1cc(Oc2cccc3c2S(=O)(=O)N(C2CCCC2)CC(COCc2ccccc2)O3)cc(C)c1C (stereo not given)	18.2%	nt	nt	-1.6%	6.4%	-6.1%	-0.8%	nt	nt
CC(OC(=O)c1nsc(Cl)c1Cl)C(=O)NCc1ccco1 (stereo not given)	?	5.7	-0.4	-11.6%	-2.7%	2.7%	-2.6%	-0.8	-3.6
O=C(NCCCN1CCCC1=O)c1ccc2c(=O)n(-c3ccccc3F)c(=S)[nH]c2c1	0.6%[57.1 µM]	-0.8	0.4	-3.0%[57.1 µM]	-4.5%	1.4%	-10.6%	nt	nt
COc1ccccc1NS(=O)(=O)c1ccc(C)c(NC(=O)C2CCCO2)c1 (stereo not given)	28.8%	13.5	0.1	0.3%	-7.6%	1.8%	-12.5%	0.6	-15.5
COc1ccc(CNS(=O)(=O)c2ccc(-c3ccc(=O)[nH]n3)o2)cc1	4.3%	7.6	0.1	0.3%	-4.7%	-1.5%	-21.8%	0.3	9.5
COc1ccc(OCC(=O)Nc2ccc3c(c2)nc(CN2CCCC2)n3C)cc1	8.5%[57.1 µM]	-0.4	0.1	11.8%[57.1 µM]	-24.8%	-1.7%	-16.7%	0.3	45.4*
Cc1ccc(CN2C(=NC(=O)CCC(=O)O)SC3CS(=O)(=O)CC32)cc1 (stereo not given)	7.3%	0.5	0.0	5.6%	-5.7%	-4.4%	-12.7%	0.1	-1.5
O=C(NC1CCCCC1)C(c1ccc2ncccc2c1)N(Cc1ccccc1)C(=O)c1ccc2c(c1)OCCO2 (stereo not given)	-6.7%	-14.9	1.0	-5.5%	-0.7%	-1.7%	5.7%	-1.2	-13.1
O=C(COCc1cc(-c2cccs2)on1)NC1CCCCC1	-11.4%[57.1 µM]	3.4	-0.1	-8.1%[57.1 µM]	-1.2%	7.2%	-8.2%	0.9	-13.8
O=C(c1ccco1)N1CCN(Cc2c(Cl)cccc2Cl)CC1	13.9%	-7.4	-0.4	0.2%	-1.2%	-5.9%	-8.4%	0.9	-2.1
O=C(OCn1ncc(Br)c(Br)c1=O)c1ccccc1Cl	?	-3.2	-0.4	7.2%	10.5%	2.7%	-26.3%	nt	nt
Cc1ccc(CN2CCN(Cc3c(C)nn(C(C)C)c3C)CC2CCO)o1 (stereo not given)	9.5%	2.5	-1.6	2.6%	1.8%	9.6%	-2.0%	0.7	1.6
NC(=O)/C(=C/c1ccco1)NC(=O)/C=C/c1ccccc1	?	-4.3	0.8	-10.3%	5.0%	-3.2%	-12.4%	1.1	22.5
COc1ccc(CC(CC(=O)O)C(=O)NCc2ccccc2)cc1 (stereo not given)	15.6%	1.6	-0.1	2.4%	-10.9%	-0.4%	-5.8%	-0.3	-2.2
CC(=O)N1CCc2c(sc3c2c(=O)n(-c2ccccc2)c(=O)n3CC(=O)Nc2ccccc2C)C1	11.3%	-1.8	0.1	-1.4%	-1.2%	2.5%	-7.7%	0.5	nt

3 compounds from above, ordered by heavy-atom count, high to low:
Structure	TrxR1 inh	TRHR enhancer	TRHR agonist	TrxR1 substrate	Pin1 inhibitor	IDH1 R132H inh	USP1-UAF1 inh	D2 agonist	D2 antagonist
O=C(NC1CCCCC1)C(c1ccc2ncccc2c1)N(Cc1ccccc1)C(=O)c1ccc2c(c1)OCCO2 (stereo not given)	-6.7%	-14.9	1.0	-5.5%	-0.7%	-1.7%	5.7%	-1.2	-13.1
OC(c1ccc2c(c1)OCO2)c1nccc2ccccc12 (stereo not given)	8.8%	14.0	-1.6	-4.6%	4.4%	0.6%	-8.5%	0.6	7.5
CN(C)c1c(N)[nH]c2c(c1=O)c(=O)n(C)c(=O)n2C	-2.4%	4.6	-0.2	-0.9%	-2.1%	2.9%	-15.4%	0.2	-9.8

Further compounds.
Structure	TrxR1 inh	TRHR enhancer	TRHR agonist	TrxR1 substrate	Pin1 inhibitor	IDH1 R132H inh	USP1-UAF1 inh	D2 agonist	D2 antagonist
COc1ccc(Nc2cc(C(=O)N3CCc4ccccc4C3)c3ccccc3n2)c(OC)c1	8.8%	-5.1	0.1	4.6%	2.0%	13.9%	-18.6%	1.8	3.4
CCOc1ccc(N2CC(C(=O)Nc3ccc(OC)c(S(=O)(=O)N4CCCCC4)c3)CC2=O)cc1 (stereo not given)	2.6%[57.1 µM]	-9.3	4.1	0.2%[57.1 µM]	-6.5%	20.0%	1.7%	-0.3	-23.8
O=C(c1ccc2c(c1)N(Cc1ccccc1)C(=O)c1ccccc1S2(=O)=O)N1CCC(Cc2ccccc2)CC1	29.0%	8.0	0.3	2.7%	4.0%	nt	-6.2%	0.0	nt
CN(C)C(=O)CSc1nnc(CCN)o1	0.9%[57.1 µM]	5.0	1.5	6.9%[57.1 µM]	-2.4%	1.9%	-8.7%	1.3	-27.5
N#Cc1cc(Nc2c(N)nc[nH]c2=O)c([N+](=O)[O-])cc1C#N	-26.2%	1.3	1.6	-19.7%	-20.9%	0.0%	-6.5%	0.4	4.4
CC1CCN(S(=O)(=O)c2c[nH]c(=O)[nH]c2=O)CC1	17.3%	2.2	0.1	3.1%	-1.4%	1.1%	-15.1%	nt	nt
O=C(O)CN1CCCCCC1=O	15.5%	-3.5	0.2	-1.3%	1.0%	20.8%	-13.7%	3.7	-11.3
CCOC(=O)c1nnc2c(Br)c(-c3ccccc3)nn2c1C	9.9%	-5.6	-0.8	-6.7%	5.1%	-1.9%	-6.6%	-1.0	9.2
CCOC(=O)CSc1nnc(Cc2ccccc2)n1Cc1ccco1	?	-6.4	-0.3	-2.6%	5.0%	-4.0%	4.1%	-0.1	3.5
CC(C)CN(C(=O)COC(=O)CCc1c[nH]c2ccccc12)C1CCS(=O)(=O)C1 (stereo not given)	-3.7%	0.3	0.5	-3.9%	0.4%	3.1%	-13.7%	-0.4	10.9
CCC(C)[C@H](NC(=O)N1CC(=O)Nc2ccccc21)C(=O)N1CCC(C(=O)O)CC1 (stereo not given in full)	25.1%	-0.4	0.5	-2.4%	-0.8%	6.7%	7.0%	-0.6	21.1
COc1cc2c(C(=O)N3CCN(c4cccc(Cl)c4)CC3)cn(C)c(=O)c2cc1OC	5.5%	2.2&-6.6	-0.3&-0.8	4.2%	14.2%&1.4%	-12.6%&5.0%	?	-0.1&-1.2	3.2
Cc1ccc(-c2ccccc2)n1-c1ccc(C(=O)O)cc1	?	-4.0	-1.0	-0.2%	-3.3%	-1.4%	-22.9%	-0.5	-3.5
Cc1ccc(Cn2c(=N)c(S(=O)(=O)c3ccc(Br)cc3)cc3c(=O)n4ccccc4nc32)cc1	14.5%	0.7	0.8	2.2%	6.0%	1.9%	-5.5%	nt	nt

Looked up above:
TrxR1 inh with COc1ccc(Nc2cc(C(=O)N3CCc4ccccc4C3)c3ccccc3n2)c(OC)c1 is entered as 8.8%
D2 antagonist with COc1cc2c(C(=O)N3CCN(c4cccc(Cl)c4)CC3)cn(C)c(=O)c2cc1OC is entered as 3.2
TrxR1 substrate with CCOC(=O)c1nnc2c(Br)c(-c3ccccc3)nn2c1C is entered as -6.7%

Compound activity: PubChem BioAssay, National Center for Advancing Translational Sciences (NCATS)

These rows are one share of the data; the hit share may differ from the screen's.
